# Screening data from PubChem.
# KinaseGlo FLuc: Counterscreen for Luciferase (Kinase-Glo TM) Inhibition | Luciferin 4-monooxygenase (Photuris pensylvanica), Q27757 | Potency, µM (series often up to 38.3 µM), for the others: at the highest dose activity change, negative = inhibition, actives largely listed as inhibitors | hit rate 0.28% among 200,000 | AID 1379, 2008 | Kinase-Glo luciferase, ATP luminescence, 8 min; note: potency is the fitted concentration of half-maximal effect; % is set by controls: 0 for no effect and ±100 for the full control effect; nearly all actives have a fitted effect of over 60% in size
#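 Compounds were added to a substrate mix at pH 7.2 (50 mM imidazole, 10 uM ATP, within the enzyme's linear range), followed by Kinase-Glo detection reagent; luminescence was measured after 8 minutes at ambient temperature.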
# HTT aggregate: qHTS Multiplex Assay to Identify Dual Action Probes in a Cell Model of Huntington: Aggregate Formation (GFP); PC12 HttQ103-GFP aggregates, Acumen cytometry, 40 h; Potency, µM (doses to about 46.1 µM), inactives show at the top dose activity change, negative = inhibition, actives largely listed as inhibitors; hit rate 1.1% among 220,000; note: potency is the fitted concentration of half-maximal effect; % is set by controls: 0 for no effect and ±100 for the full control effect; nearly all actives have a fitted effect of over 60% in size
#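 Aggregate formation scored by laser-scanning cytometer (488 excitation, 500–530 emission) in lysed PC12 cells expressing Q103-GFP after 100 nM tebufenozide induction; library tested in dose series, with ATPLite reagent added in the multiplex.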
# HTT ATP protect: qHTS Multiplex Assay to Identify Dual Action Probes in a Cell Model of Huntington: Cytoprotection (ATP). Potency, µM (doses to about 56.4 µM), inactives show cytoprotection (ATP increase), hits mostly activators. PC12 HTT-Q103 induced, cytoprotection, ATP luminescence, 40 h. hit rate 0.14% among 230,000;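 note: potency is the fitted concentration of half-maximal effect; % of control where 0% means no effect; nearly all actives have a fitted effect of over 45% in size; toxic huntingtin expression switched on by the ecdysone agonist tebufenozide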
#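 PC12 cells with ecdysone-inducible HTT exon 1 Q103-GFP, induced with 100 nM tebufenozide and co-treated with library compounds in a dose series (1536-well, 1500 cells/well). Cytoprotection read as ATP content by ATPlite luminescence.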
# CBFb-RUNX1 inh: qHTS Assay for Compounds Blocking the Interaction Between CBF-beta and RUNX1 for the Treatment of Acute Myeloid Leukemia. Runt-related transcription factor 1 (Homo sapiens) + Core-binding factor subunit beta …. AlphaScreen CBFb-His/RUNX1-biotin binding, biochemical. Potency, µM (doses to about 59.8 µM), for inactives: top-dose activity, negative = inhibition, hits mostly inhibitors. 230,000 tested, under 10 active; note: % of control where 0% means no effect
# Target sequence (Q01196 whole entry, looked up): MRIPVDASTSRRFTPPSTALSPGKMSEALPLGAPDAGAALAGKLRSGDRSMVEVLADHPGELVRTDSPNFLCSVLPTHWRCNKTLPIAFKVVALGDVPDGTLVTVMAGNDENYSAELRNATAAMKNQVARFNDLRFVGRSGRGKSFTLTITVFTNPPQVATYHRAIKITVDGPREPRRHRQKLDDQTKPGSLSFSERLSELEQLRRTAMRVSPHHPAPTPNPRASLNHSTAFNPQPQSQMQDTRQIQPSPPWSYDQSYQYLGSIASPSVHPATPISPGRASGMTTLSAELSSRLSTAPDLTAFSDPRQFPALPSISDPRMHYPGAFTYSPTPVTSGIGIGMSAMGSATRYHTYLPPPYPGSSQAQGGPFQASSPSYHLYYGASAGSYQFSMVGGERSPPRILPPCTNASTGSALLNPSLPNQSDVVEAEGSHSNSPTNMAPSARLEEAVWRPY
# Target sequence (Q13951 whole entry, looked up): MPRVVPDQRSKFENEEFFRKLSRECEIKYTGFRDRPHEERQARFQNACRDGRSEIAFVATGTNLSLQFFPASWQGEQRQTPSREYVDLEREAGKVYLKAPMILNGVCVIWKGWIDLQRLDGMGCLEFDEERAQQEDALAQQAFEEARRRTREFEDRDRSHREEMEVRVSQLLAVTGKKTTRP
#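 AlphaScreen binding: CBFb-His and RUNX1-biotin (30 nM each) preincubated 20 min, compound added for 15 min, then nickel and streptavidin beads for 90 min, all at room temperature. Disruption of the interaction by any mechanism counts as activity.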
# SMN2 splice up: qHTS Assay for Enhancers of SMN2 Splice Variant Expression. HEK293 SMN2-luciferase splicing reporter, luminescence, 30-36 h. Potency, µM (top dose mostly 46.1 µM), for the others: at the highest dose activity change, positive = activation, usual class: activators. hit rate 2.8% among 210,000; note: potency is the fitted concentration of half-maximal effect; % of control where 0% means no effect; nearly all actives have a fitted effect of over 55% in size
#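 qHTS luciferase splicing reporter: luminescence rises when SMN2 exon 7 is included in transfected HEK293 cells. Compound exposure lasted 30-36 h at 37C, with 4.5 mM final sodium butyrate as control, followed by a ONE-Glo read.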
# Lamin A splicing: qHTS Assay for Modulators of Lamin A Splicing | hit rate 0.01% among 200,000 | Potency, µM (highest dose often 46.1 µM), inactives show top-dose ratio change, negative = inhibition, most hits filed as inhibitors | HeLa LMNA splicing GFP/RFP minigene ratio, 48 h | AID 1487, 2009; active = well fitted inhibition curve with a large enough effect in the signal ratio, with a control signal flat, not every such curve was filed as active; inconclusive = small, poorly fitted or top-dose-only effect, or effect the other way, or a change in a side signal; the % refers to the signal ratio; note: potency is the fitted concentration of half-maximal effect; % is set by controls: 0 for no effect and ±100 for the full control effect
#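 Read-out is the ratio of GFP to DsRed2 object intensity, acquired by 488 nm laser-scanning cytometry on HeLa lamin A-EGFP minigene reporter cells. Compound incubation 48 hrs at 37 °C in Opti-MEM with 2% FBS; DMSO 0.5% final.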
# IMPase Li cell: qHTS Assay for Identifying the Cell-Membrane Permeable IMPase Inhibitors: Potentiation with Lithium | hit rate 0.35% among 210,000 | Potency, µM (titrated, usually from 59.4 µM), for inactives: top-dose activity, negative = IMPase inhibition, hits mostly inhibitors | CHO-M1 cells, IP1 TR-FRET (IP-One), carbachol + lithium | AID 1457, 2008;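 note: IP1 builds up when IMPase is blocked and the TR-FRET signal falls; potency is the fitted concentration of half-maximal effect; plate controls were basal vehicle for no effect and high inhibitor control for full effect; nearly all actives have a fitted effect of over 50% in size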
#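 Lithium-sensitised IP1 accumulation assay; M1-expressing CHO cells treated 30 min at 37C with compound. Competitive antibody detection by time-resolved FRET followed a 10 min room-temperature lysis step.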
# * = called active by the depositor; ? = inconclusive; nt = no result given; & = joins results of further samples; [ ] = another dose, or the depositor's remark. Unless noted, calls come from the whole dose curve; as a rule, active = well fitted curve in the direction sought with a large enough effect; inconclusive = small, poorly fitted or top-dose-only effect, or another doubt; inactive = no such curve, though single readings can be large; an effect the other way counts as inactive or inconclusive.
SMILES,KinaseGlo FLuc,HTT aggregate,HTT ATP protect,CBFb-RUNX1 inh,SMN2 splice up,Lamin A splicing,IMPase Li cell
CCc1nnc(NC(=O)CC(CN(C)S(=O)(=O)c2ccccc2)c2ccccc2)s1 (stereo not given),0%,-27%,-5%[10 µM],11%,-27%,?,13%[38.3 µM]
CC(C)(C)N(Cc1ccccc1)C(=O)CSc1nc2ccccc2c(=O)[nH]1,-2%,15%,20%,5%,?,-2%,31%[activator][38.3 µM]
CCOC(=O)c1c(C)noc1-c1ccc(Br)o1,nt,-2%[9.22 µM],-6%[10 µM],13%,nt,18%[46 µM],nt
Cc1cccc(NC(=O)CCc2c(C)nc3ncnn3c2C)n1,-2%,-15%,-10%,5%,-10%,4%,28%[38.3 µM]
O=C(COC(=O)c1ccccc1Cl)NCCC1=CCCCC1,-2%,24%,-15%,25%,7%,15%[46 µM],10%
CC(C)c1ccc(C(=O)CSc2ncn[nH]2)cc1,2%,-20%,-16%,3%,29%,5%,-5%[38.3 µM]
CCN1CCCC1CNC(=O)c1ccc(N2CCCC2=O)cc1 (stereo not given),3%,-18%,-11%,1%,-6%,-2%,8%[38.3 µM]
O=C(N/C(=C/c1ccc(Cl)cc1)C(=O)N1CCCC1)c1ccccc1,nt,15%[9.22 µM],3%[10 µM],15%,nt,nt,nt
Cc1ccc2c(NC(=O)C3CC3)cccc2n1,8%,-5%,8%,6%,3%,1%,13%[38.3 µM]
COC(=O)Cc1ccc(NC(=S)NCCCO)cc1,13%,-1%,1%,1%,16%,9%,36%[38.3 µM]
O=S(=O)(c1ccc(Cl)nc1)N(Cc1ccccc1)Cc1ccccc1,1%,-1%,17%[10 µM],?,-10%,-3%,15%
Cc1ccc(NC(=O)COc2ccc(CCO)cc2-n2nc3ccccc3n2)cc1C,5%,20%,1%[1.9 µM],-6%,-21%,?,7%
O=C1CCC(C(=O)NCc2cccnc2)N1 (stereo not given),4%,6%,4%[10 µM],-6%,-17%,-3%,-3%
NNc1nc(-c2ccccc2)cc(-c2ccccc2O)n1,-1%,-17%,-63%[inhibitor],-19%,-60%[inhibitor],?,1%[38.3 µM]
CC(C)=CC(=O)OCC(=O)Nc1ccccc1Cl,-3%,-15%,-3%,-1%,-16%,-4%,8%[38.3 µM]
COc1ccc(-c2coc3c(CN4CCCCC4)c(O)c(CN4CCCCC4)c(O)c3c2=O)cc1,-2%,14%,-16%[0.074 µM],-6%,?,4%,40%[activator][38.3 µM]
CN1CCN(Cc2nc3ccccc3c(=O)n2Cc2nc(-c3ccc([N+](=O)[O-])cc3)cs2)CC1,nt,?,-43%[10 µM],-6%,nt,-13%,nt
Cc1ccc(C2CN=NC23CCc2ccccc2C3=O)cc1 (stereo not given),0%,2%[9.22 µM],6%,-9%,-1%,-2%,44%[activator][38.3 µM]
CCN1CCN(P2(=O)C=C(c3ccccc3)OC(c3ccccc3)=C2)CC1,-2%,11%,-15%,6%,27%,6%,18%[38.3 µM]
CN1N=C2c3ccccc3CCC2C1c1ccc(F)cc1 (stereo not given),nt,15%[9.22 µM],8%[10 µM],10%,nt,nt,nt

# Look-ups from the results shown.
# CC(C)=CC(=O)OCC(=O)Nc1ccccc1Cl @ SMN2 splice up = -16%
# CCOC(=O)c1c(C)noc1-c1ccc(Br)o1 @ HTT ATP protect = -6%[10 µM]

# Later entries
SMILES,KinaseGlo FLuc,HTT aggregate,HTT ATP protect,CBFb-RUNX1 inh,SMN2 splice up,Lamin A splicing,IMPase Li cell
COc1ccc(C(Nc2ccc(S(=O)(=O)NCC3CCCO3)cc2)C(=O)NC(C)(C)C)cc1OC (stereo not given),6%,-9%[9.22 µM],0%[10 µM],2%,nt,17%[46 µM],2%
Cc1ccc(C)c(NC(=S)NNC(=O)c2csc(C)c2)c1,-3%,3%,nt,2%,-21%,?,-5%
c1ccc2c(c1)[nH]c1c(N3CCOCC3)ncnc12,8%,-29%,-2%,17%,-46%[inhibitor],-10%,1%
CC(C)(C)c1ccc(S(=O)(=O)NCCc2ccncc2)cc1,8%,22µM*,-18%,3%,-37%[inhibitor],?,3%[38.3 µM]
COC(=O)c1cc(=O)n(Cc2ccc(F)cc2)c(=Nc2ccccc2)s1,nt,-19%[9.22 µM],-23%[10 µM],-1%,nt,nt,nt
COCCNc1ncnc2ccc(-c3ccc(C(=O)N(C)C)cc3)cc12,nt,nt,-20%,nt,nt,3%,7%
OC(COc1ccc2c(c1)OCO2)CN1CCc2ccccc2C1 (stereo not given),-4%,19%,-17%[10 µM],-3%,-18%,1%,-3%[38.3 µM]
O=C1c2ccccc2C(=O)N1n1c(=O)[nH]c2ccccc2c1=O,-2%,24%,-7%[0.074 µM],3%,-3%,-3%,-10%[38.3 µM]
Cc1ccc(NC(=O)CSc2nnc(-c3ccncc3)o2)cc1,-4%,2%,1%,0%,8%,5%,-12%[38.3 µM]
Cc1noc(C)c1S(=O)(=O)N1CCCC(C(=O)N2CCC(C)CC2)C1 (stereo not given),2%,10%,-12%,3%,-6%,-1%,2%[38.3 µM]
COC(=O)CSc1nnc(-c2cccnc2)n1C,2%,-9%,-19%,-5%,5%,4%[46 µM],-5%
Cc1ccc(NC(=O)c2ccccc2)cc1OC(=O)c1ccccc1,-3%,-1%,-10%,11%,-24%,3%[0.0737 µM],10%[38.3 µM]
Cc1ccc(N(CC(=O)NC2CCCCCC2)S(=O)(=O)c2c(C)nn(C)c2C)cc1,0%,6%,-1%,0%,-14%,-3%,4%[38.3 µM]
CCCCC12CN3CC(C)(CN(C1)C3c1ccc([N+](=O)[O-])o1)C2=O (stereo not given),nt,-4%[9.22 µM],11%[10 µM],2%,nt,nt,nt
Cc1ccc2oc(Nc3nc(C)c(C)c(C)n3)nc2c1,nt,-23%[9.22 µM],-13%[10 µM],-6%,nt,nt,nt
Cc1ccc(NC(=O)CSc2nnc(CNC(=O)c3ccco3)o2)cc1,-2%,1%,-31%[inhibitor],-2%,-5%,nt,9%
CN(C)C(C)(C)C#CCC(c1ccccc1)c1ccccc1,1%,-12%,7%[10 µM],-16%,-15%,?,23%
CC1CCN(CC(O)COc2ccc(F)cc2)CC1 (stereo not given),0%,0%,3%,0%,17%,-1%,-16%[38.3 µM]
CSc1nnc(CNS(=O)(=O)c2ccc(Cl)cc2)n1C,3%,10%,24%,6%,4%,-3%[46 µM],-6%
COC(=O)Cc1c(C)c2ccc(OCC(C)=O)c(C)c2oc1=O,0%,-4%,-46%[inhibitor],-3%,13µM*,-10%,10%[38.3 µM]
CN(CCOc1ccc(-c2ccn(S(=O)(=O)c3ccc(Cl)cc3)n2)cc1)c1ccccn1,-3%,-7%,-21%,-12%,-48%[inhibitor],9%,14%[38.3 µM]
Cc1ccc(OCC(=O)Nc2ccc(S(=O)(=O)N3CCOCC3)cc2)c([N+](=O)[O-])n1,0%,4%,8%,-5%,-2%,?,9%
CCC1CCc2c(sc(NC(=O)C3c4ccccc4Oc4ccccc43)c2C(N)=O)C1 (stereo not given),2%,10%,8%[10 µM],-2%,5%,-16%,-5%
Cc1c(C(=O)N2CCCc3ccccc32)oc2ccc(S(=O)(=O)N3CCOCC3)cc12,-6%,-29%,-16%,-7%,-28%,?,2%[38.3 µM]
CCNc1nc(CC)nc2c1oc1ccccc12,-3%,9%,-33%,?,-8%,1%,3%[38.3 µM]
CN(C)Cc1c(C#N)c2ccccc2n1C,-3%,7%,2%,5%,-6%,2%,-4%[38.3 µM]
CC(C)CCNC(=O)c1cc(-c2ccco2)nc2ccccc12,-4%,-3%,9%,7%,0%,-2%,16%[38.3 µM]
FC(F)(F)c1ccc(Cl)c(-n2c(-c3cc(C4CC4)[nH]n3)n[nH]c2=S)c1,nt,13%[9.22 µM],-6%[10 µM],4%,nt,-12%[46 µM],nt
CCOC(=O)C1CCN(C(=O)C(CC)c2ccccc2)CC1 (stereo not given),4%,-14%[9.22 µM],-44%[inhibitor],-2%,-7%,nt,7%
CN1C(=O)C(CC(=O)NC2CCCCC2)SC1=Nc1ccccc1 (stereo not given),1%,-13%,nt,-6%,-12%,-2%,1%
O=c1oc2cc(O)ccc2c2oc3cc(O)ccc3c12,-2%,8%,nt,23%&12%,-23%,?,-10%
CCOc1cc(CNc2ccc(N3CCCC3)cc2)cc(Cl)c1OC,-4%,-2%,nt,?,-3%,?,18%
CCCOC(=O)c1ccc(Cl)c(NC(=O)c2cccnc2)c1,-2%,-10%[9.22 µM],17%[10 µM],6%,nt,?,4%
CCc1cc2c(=O)n(CC(=O)NCCc3ccc(OC)c(OC)c3)cnc2s1,1%,-4%,-28%,4%,16%,16%[46 µM],5%
COc1cccc(/C=N/NC(=O)c2cnccn2)c1OC,nt,18%[9.22 µM],22%[10 µM],3%,nt,nt,nt
CCCCn1c(SCC(=O)c2ccccc2)nc2c1c(=O)[nH]c(=O)n2C,-1%,-15%,-5%[10 µM],-1%,-22%,11%,19%[38.3 µM]
N#Cc1c(F)cccc1NCc1cccs1,nt,23%[9.22 µM],16%[10 µM],9%,nt,nt,nt
COc1ccccc1N1CCN(C(=O)c2c(-c3ccccc3Cl)noc2C)CC1,-2%,4%[9.22 µM],-15%,-1%,-15%,-10%,5%[38.3 µM]
CCOC(C)(C)C,nt,nt,9%,4%[21.7 µM],2%,nt,1%
Cc1cccc(N(C(=O)CCC(=O)Nc2ccccn2)C(C(=O)NC(C)C)c2ccc(O)cc2)c1 (stereo not given),-3%,9%,9%,-2%,?,4%,-3%[38.3 µM]
O=C(O)CCn1c(=O)[nH]c2ccccc2c1=O,1%,-5%,-21%[10 µM],16%,-2%,-7%,4%[38.3 µM]
O=C(CSc1nc(-c2ccccc2Cl)ns1)NCc1ccco1,-4%,-4%,3%,-5%,-7%,5%,-2%[38.3 µM]
